Screening data from PubChem.
Tau ThT inhib – blocks human tau fibril formation measured by thioflavin T; actives 2.1% (n = 270,000); AID 1460; Potency, µM (doses to about 57.4 µM), inactives show at the highest dose activity, negative = inhibition, hits mostly inhibitors; recombinant tau K18 P301L, heparin-induced fibrillization, ThT fluorescence; P10636; further: nearly all actives have a fitted effect of over 55% in size
Target sequence (P10636 561-689 P618L limits assumed): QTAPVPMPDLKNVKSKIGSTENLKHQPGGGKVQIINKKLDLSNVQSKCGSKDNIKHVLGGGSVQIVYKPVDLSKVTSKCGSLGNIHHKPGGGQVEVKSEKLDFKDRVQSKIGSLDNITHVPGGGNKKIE
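Fibril formation assay: tau K18 P301L at 15 uM with trace Alexa 594 label, heparin inducer 20 uM, pH 7 sodium acetate buffer, 37 C for 6 hr; endpoint ThT signal.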
L3MBTL1 inh – L3MBTL1 (human) inhibition; Potency, µM (titrated, usually from 57.1 µM), without a hit: top-dose activity, negative = inhibition, usual class: inhibitors; actives 0.66% (n = 230,000); AlphaScreen L3MBTL1–H3K9me1 peptide binding; Q9Y468; further: nearly all actives have a fitted effect of over 60% in size
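AlphaScreen proximity signal between nickel-chelate acceptor and streptavidin donor beads (final 10 ug/mL) reports binding of 50 nM L3MBTL1 to 75 nM biotin-H3 K9me1 peptide; complex incubated with compounds 30 min at room temperature; cefsulodin titration as control.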
JMJD2E inh – JMJD2E (human) inhibition. B2RXH2. JMJD2E catalytic domain, FDH-coupled NADH fluorescence (FDH is formaldehyde dehydrogenase). Potency, µM (doses to about 57.1 µM), for the others: at the top dose activity change, negative = inhibition, actives largely listed as inhibitors. actives 1.6% (n = 230,000); active means well fitted inhibition curve with a large enough effect, not every such curve was filed as active; inconclusive means small, poorly fitted or top-dose-only effect, or another doubt; inactive means no such curve, though single readings can be large or run the other way;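 further: 0% = wells with enzyme and -100% = buffer wells without enzyme; nearly all actives have a fitted effect of over 50% in size; many of its hits are not listed in these tables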
Target sequence (B2RXH2 1-337 limits assumed): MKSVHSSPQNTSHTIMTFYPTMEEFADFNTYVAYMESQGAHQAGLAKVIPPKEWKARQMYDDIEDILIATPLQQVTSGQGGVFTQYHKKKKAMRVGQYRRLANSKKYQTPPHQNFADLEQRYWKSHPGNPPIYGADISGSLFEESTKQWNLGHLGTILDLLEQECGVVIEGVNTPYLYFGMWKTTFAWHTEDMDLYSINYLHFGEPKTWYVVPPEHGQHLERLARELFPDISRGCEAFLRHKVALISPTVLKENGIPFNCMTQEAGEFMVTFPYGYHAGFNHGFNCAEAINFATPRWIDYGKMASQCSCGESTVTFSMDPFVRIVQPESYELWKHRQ
Tau FP inhib – inhibitors of human tau fibril formation. P10636. K18 P301L tau heparin fibrillization, Alexa594 FP, 6 h. AID 1468. actives 0.39% (n = 280,000). Potency, µM (top dose mostly 57.7 µM), inactives show top-dose activity, negative = inhibition, most hits filed as inhibitors; further: nearly all actives have a fitted effect of over 55% in size
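Steps: dispense K18 P301L tau (15 uM plus 0.24 uM Alexa 594 tracer, final) in pH 7 sodium acetate; add compound; add heparin (20 uM final); incubate 6 hr, 37 C; add ThT (30 uM final); after 1 hr ambient, read FP.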
TexasRed fluor – alters Texas Red total fluorescence, flagging assay interference; Potency, µM (top dose mostly 106 µM), inactives show top-dose fluorescence change, negative = quenching; TRb/SRC2 Texas Red total fluorescence interference; actives 0.29% (n = 280,000); active means well fitted curve in either direction with a large enough effect; inconclusive means small, poorly fitted or top-dose-only effect
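Flags fluorescent or light-absorbing compounds by total fluorescence, S + 2P, at 555 nm excitation and 632 nm emission. Mixture: 20 nM Texas Red SRC2 peptide, 0.6 uM human TRb LBD, 1 uM T3, 5% DMSO; compound exposure 5 h at ambient temperature.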
GoLoco inh red – blocks human Gai1 binding to RGS12 GoLoco peptide, red readout | P63096 | Gai1:RGS12 GoLoco peptide FP, rhodamine, 10 min | Potency, µM (top dose mostly 61.6 µM), for the others: at the highest dose activity, negative = inhibition, usual class: inhibitors | actives 0.44% (n = 230,000); active means well fitted inhibition curve with a large enough effect, not every such curve was filed as active; inactive means no such curve, though single readings can be large or run the other way; further: nearly all actives have a fitted effect of over 30% in size; many of its hits are not listed in these tables
TRb SRC2 PPI – inhibitors of human thyroid hormone receptor beta-SRC2 interaction; P10828; TRbeta-SRC2 peptide binding, fluorescence polarization; receptor liganded with 1 µM T3; Potency, µM (top dose mostly 106 µM), for inactives: top-dose activity change, negative = inhibition, actives largely listed as inhibitors; actives 0.065% (n = 280,000);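 further: plate controls were bound peptide for no effect and peptide without receptor for full effect; nearly all actives have a fitted effect of over 50% in size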
Target sequence (P10828 whole entry, looked up): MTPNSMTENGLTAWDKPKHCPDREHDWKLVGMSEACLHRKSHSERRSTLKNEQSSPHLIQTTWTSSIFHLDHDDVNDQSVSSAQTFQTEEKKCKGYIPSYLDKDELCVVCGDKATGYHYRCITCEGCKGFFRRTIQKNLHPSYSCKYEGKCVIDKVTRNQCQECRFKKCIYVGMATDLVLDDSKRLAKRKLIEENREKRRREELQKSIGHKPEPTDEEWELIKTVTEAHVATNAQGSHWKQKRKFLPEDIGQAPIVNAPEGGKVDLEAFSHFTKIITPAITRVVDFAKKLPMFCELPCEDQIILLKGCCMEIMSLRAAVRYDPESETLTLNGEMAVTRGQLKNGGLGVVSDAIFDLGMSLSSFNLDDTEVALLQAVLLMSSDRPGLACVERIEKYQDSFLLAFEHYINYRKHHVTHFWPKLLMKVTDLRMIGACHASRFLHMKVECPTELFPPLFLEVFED
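A fluorescence polarization screen tested compounds at multiple concentrations against complex formation between 0.6 uM TRb ligand-binding domain and 20 nM Texas Red SRC2 peptide, with 1 uM T3 present; readout after 5 hr.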
RECQ1 helicase – blocks DNA unwinding by human RECQ1; P46063; RECQ1 DNA unwinding, red fluorescence kinetic read; Potency, µM (doses to about 57.3 µM), without a hit: at the highest dose activity, negative = inhibition, usual class: inhibitors; actives 0.54% (n = 240,000);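 further: plate controls were vehicle for no effect and no enzyme for full effect; nearly all actives have a fitted effect of over 30% in size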
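50 nM RECQ1T1 preincubated 15 min with compound in Tris pH 8.0 buffer with MgCl2, DTT, Tween-20 and 2.5 ug/ml poly(dI-dC); started with 200 nM TAMRA/BHQ-2 forked duplex and 2 mM ATP. Unwinding read as fluorescence (525/598 nm), two reads 2 h apart.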
* marks the source's active call; other numbers are inactive results; i = inactive; u = inconclusive; x = not tested or not shown; & = joins results of further samples; [ ] = remark or other dose. Unless noted, the call rests on the fitted dose curve; in most records, active means well fitted curve in the direction sought with a large enough effect; inconclusive means small, poorly fitted or top-dose-only effect, or another doubt; inactive means no such curve, though single readings can be large; an effect the other way counts as inactive or inconclusive. Unless noted, on the % scale 0 is the no-effect control and ±100 the full control effect; potency means the concentration at half of the fitted maximal effect. Not all compounds are listed; rates above refer to the full screens.

Below each SMILES – Tau ThT inhib, L3MBTL1 inh, JMJD2E inh, Tau FP inhib, TexasRed fluor, GoLoco inh red, TRb SRC2 PPI, RECQ1 helicase
> CSc1nc(C)c2c(n1)N(c1ccc(F)cc1)CC2
    -11%, 5%, 3%, -3%, 2%, -2%, 3%, -10%
> COc1ccc(CNC(=O)C2CCN(c3nnc(-n4cccc4CNc4ccc(C)cc4)s3)CC2)c(OC)c1
    u, x, x, -1%, -7%, x, -2%, x
> O=C(NC1=NCCS1)c1cc2ccccc2o1
    u, -1%, -11%, u, -3%, 3%, -3%, -2%
> C=C(C)CCOC(=O)C(CC(=O)O)NCc1ccco1 (stereo unspecified)
    -17%, 28µM*, -19%, 0%, -1%, -5%, -9%, -5%
> Cc1cc(NC(=O)c2ccc(NC(=O)C3CC3)cc2)no1
    0%, 5%, 7%, 5%, -1%, -1%, 2%, i
> O=C(COc1ccccc1[N+](=O)[O-])N/N=C/c1cccc(OC(=O)c2ccc3c(c2)OCO3)c1
    u, -12%, -1%, -8%, 1%, 4%, -14%, 1%
> CCOc1ccc(-n2c(C)c(C(C)=O)c(C(C)=O)c2C)cc1
    -12%, -5%, 2%, -2%, -1%, 1%, 7%, -1%
> CC(=O)Nc1nc(C)c(-c2csc(Nc3ccc(S(N)(=O)=O)cc3)n2)s1
    u, 0%, u, 9%, -13%, 5%, 5%, i
> Cc1ccc(NC(=O)c2ccc(Cn3cc(Br)cn3)o2)cc1
    -21%, -11%, 4%, 1%, -3%, -1%, 0%, 2%
> CCOCC(O)CNC(=O)c1ccc(OC2CCN(C(=O)c3cccnc3)CC2)cc1 (stereo unspecified)
    u, -12%, -1%, -2%, 2%, -5%, -7%, 10%
> COc1ccc(OCCC(=O)OCC(=O)NCc2ccc(F)cc2)cc1
    -1%, 12%, 4%, 0%, -1%, -5%, 2%, i
> O=C(NCCN1CCOCC1)c1c(F)c(F)c(F)c(F)c1F
    -2%, 1%, 7%, -15%, -3%, 0%, 5%, i
> COCCN(C(=O)CSc1nnc(C)n1-c1ccccc1)c1c(N)n(Cc2ccccc2)c(=O)[nH]c1=O
    6%, 28%, -3%, 8%, -5%, -5%, -5%, i
> O=C(NCCc1csc(-c2cccnc2)n1)c1ccc(F)c(F)c1
    2%, x, x, -8%, u, x, -2%, x
> CC(=O)Nc1cccc(NC(=O)C2CC3CCC2C3)c1 (stereo unspecified)
    -5%, x, 1%, -1%, -8%, -5%, -5%, -12%
> Cc1ccc(OC(=O)CSc2nnc(-c3cccs3)o2)cc1
    5%, x, x, 3%, -2%, x, 7%, x
> Nn1c(SCc2ccc(F)cc2)nnc1-c1cccnc1
    -8%, 3%, -1%, -3%, 0%, 0%, 3%, -1%
> CCN(CC)CCN1C(=O)c2oc3ccccc3c(=O)c2C1c1ccccc1 (stereo unspecified)
    19%, -5%, 3%, 5%, -1%, -27%, 6%, -8%
> Cc1nc(NC(=O)C2CC3CCCC(C2)C3=O)sc1C (stereo unspecified)
    -1%, -8%, 3%, -1%, -1%, 4%, -5%, 4%
> COc1ccc(NC2=C(C)C(=O)CC2)cc1
    -4%, x, 3%, 0%, -2%, 5%, 2%, -5%

Single entries from the results shown.
Reading of COc1ccc(OCCC(=O)OCC(=O)NCc2ccc(F)cc2)cc1 in JMJD2E inh: 4%
Reading of COc1ccc(CNC(=O)C2CCN(c3nnc(-n4cccc4CNc4ccc(C)cc4)s3)CC2)c(OC)c1 in TexasRed fluor: -7%
Reading of C=C(C)CCOC(=O)C(CC(=O)O)NCc1ccco1 (stereo unspecified) in TRb SRC2 PPI: -9%
Reading of Cc1ccc(NC(=O)c2ccc(Cn3cc(Br)cn3)o2)cc1 in L3MBTL1 inh: -11%
Reading of CCOc1ccc(-n2c(C)c(C(C)=O)c(C(C)=O)c2C)cc1 in L3MBTL1 inh: -5%
Reading of O=C(NCCN1CCOCC1)c1c(F)c(F)c(F)c(F)c1F in TexasRed fluor: -3%
Reading of COc1ccc(NC2=C(C)C(=O)CC2)cc1 in JMJD2E inh: 3%

Following part.
Below each SMILES – Tau ThT inhib, L3MBTL1 inh, JMJD2E inh, Tau FP inhib, TexasRed fluor, GoLoco inh red, TRb SRC2 PPI, RECQ1 helicase
> CC1(C)CC(=O)C2=C(C1)N(CCN1CCOCC1)C1=C(C(=O)CC(C)(C)C1)C2c1ccc(Cl)c([N+](=O)[O-])c1
    -6%, 10%, -10%, 0%, -1%, 5%, 0%, -5%
> Cc1ccn2c(Nc3ccccc3C)c(-c3cccnc3)nc2c1
    -8%&-16%, x, u, 9%&4%, -3%&-1%, 1%, 2%&-1%, i
> CCCc1nn2c(=O)cc(O)nc2s1
    0%, 9%, -3%, -2%, 0%, 10%, 3%, -1%
> Cc1nonc1NC(=O)CSc1nnc(-c2ccoc2C)n1C
    -2%, 2%, -6%, -3%, -1%, 3%, -15%, -16%
> Cn1nnnc1NCc1ccc(Cl)cc1
    -14%, x, -4%, -6%, 2%, 8%, -3%, i
> O=C(Nc1ccc2c(c1)OCO2)c1ccc(N2C(=O)c3ccccc3C2=O)cc1
    -6%, 33%[activator], 2%, 2%, 0.0079µM*[quencher], -2%, u, -12%
> O=C(NCc1ccncc1)C(=O)NCC1OCCCN1S(=O)(=O)c1ccccc1 (stereo unspecified)
    5%, 4%, -1%, 2%, 2%, 8%, -9%, -2%
> CCOc1ccc(N(CC(=O)Nc2ccccc2C)S(=O)(=O)c2c(C)noc2C)cc1
    -9%, 21%, 1%, -4%, -6%, -10%, 0%, -5%
> O=C(COC(=O)c1ccc(S(=O)(=O)N2CCOCC2)cc1)Nc1nc(-c2ccccc2)cs1
    3%, x, -1%, u, 1%, -20%, u, i
> CCOC(=O)C1=C(CN2CCN(c3ccccc3F)CC2)NC(=O)NC1c1ccc(Cl)cc1 (stereo unspecified)
    -2%, x, x, 2%, -2%, x, -14%, x
> C=CCSc1n[nH]c2nc3c(c(=O)n12)C1(CCCC1)Cc1ccccc1-3
    -1%, 0%, u, 10%, 3%, -2%, -14%, -3%
> COc1ccc(CC(=O)NNC(=O)CCc2ccccc2)cc1OC
    -2%, x, -7%, 6%, -7%, -13%, -1%, -12%
> CCOC(=O)c1cnc2ccc(C)cc2c1Sc1ccccc1C(=O)OC
    u, -12%, 1%, -3%, -2%, 3%, 5%, -8%
> CC(=O)Nc1ccc(S(=O)(=O)NCCSCc2ccco2)cc1
    -6%, -9%, -3%, u, -1%, x, 1%, -4%
> Cc1nnc(NC(=O)c2nc(SC(C)C)ncc2Cl)s1
    1%, x, x, 2%, -1%, x, 9%, x
> N/C(=N\OS(=O)(=O)c1cc(Cl)ccc1Cl)c1ccncc1
    -4%, x, 6%, -1%, 0%, 4%, 0%, -1%
> O=C(CSc1ccccc1)N1CCc2c([nH]c3ccccc23)C1c1ccc(Cl)cc1 (stereo unspecified)
    -1%, x, x, -4%, -1%, x, -7%, x
> CCNS(=O)(=O)c1ccc2c3c(cccc13)C(=O)N2
    -16%, x, u, -1%, -1%, -11%, -3%, -12%
> CCc1nnc(SCc2nc(-c3ccc(OC)cc3)oc2C)c2cc3sccc3n12
    u, x, x, -2%, -2%, x, 1%, x
> O=C1CC(NCc2cccs2)C(=O)N1c1ccc(Cl)cc1 (stereo unspecified)
    -5%, x, -6%, 1%, -5%, -9%, -2%, -12%

A different layout for two compounds above.
SMILES: CCOC(=O)C1=C(CN2CCN(c3ccccc3F)CC2)NC(=O)NC1c1ccc(Cl)cc1 (stereo unspecified)
- Tau ThT inhib = -2%
- L3MBTL1 inh = x
- JMJD2E inh = x
- Tau FP inhib = 2%
- TexasRed fluor = -2%
- GoLoco inh red = x
- TRb SRC2 PPI = -14%
- RECQ1 helicase = x

SMILES: C=CCSc1n[nH]c2nc3c(c(=O)n12)C1(CCCC1)Cc1ccccc1-3
- Tau ThT inhib = -1%
- L3MBTL1 inh = 0%
- JMJD2E inh = u
- Tau FP inhib = 10%
- TexasRed fluor = 3%
- GoLoco inh red = -2%
- TRb SRC2 PPI = -14%
- RECQ1 helicase = -3%

Other entries follow.
smiles | Tau ThT inhib | L3MBTL1 inh | JMJD2E inh | Tau FP inhib | TexasRed fluor | GoLoco inh red | TRb SRC2 PPI | RECQ1 helicase
O=C(CCN1C(=O)c2ccccc2C1=O)Nc1ccncc1 | 11% | 40%[activator] | -1% | 4% | -7% | 10% | -5% | i
Cc1ccc(N(CC(=O)N/N=C/c2cccc(Br)c2)S(C)(=O)=O)cc1 | 7% | -8% | 16% | u | -1% | 2% | -1% | -1%
Cn1c(=O)c2c(nc(CN3CCN(CCO)CC3)n2CCc2ccccc2)n(C)c1=O | 4% | 2% | 8% | 1% | -4% | 0% | 0% | -4%
Cc1ccc(CCNC(=O)c2cc3sccc3n2Cc2ccc(C)cc2)cc1 | -1% | x | x | -12% | -2% | x | -7% | x
COCCCNc1nc2nonc2nc1N1CCC(C(C)N2CCOCC2)CC1 (stereo unspecified) | 3% | 1% | u | 2% | 21% | 8% | -2% | -9%
COc1cc(-c2nnc(SCCOc3cc(C)cc(C)c3)o2)cc(OC)c1OC | -10% | x | x | 2% | -2% | x | 7% | x
Cc1cc(Nc2ccc(Cl)cc2C)nc(-n2nc(C)cc2C)n1 | -2% | x | x | 2% | 0% | x | -6% | x
CCNc1nc(NC(C)CC)nc(ON=C(C)C)n1 (stereo unspecified) | -10% | 0% | -7% | -14% | -1% | 17% | 5% | 0%
COc1cc(NC(=O)C(=O)NCCN2CCNCC2)c(OC)cc1Cl | 1% | x | -4% | 3% | -1% | 5% | -8% | -5%
Cc1nc2ccc(Cl)cn2c1C(=O)NN | -11% | -1% | 6% | -8% | 0% | 12% | 3% | i
C=CCOC(=O)C1=C(C)NC(SCC(=O)Nc2ccccc2)=C(C#N)C1c1ccco1 (stereo unspecified) | 3% | 71%[activator] | -3% | 8% | 1% | -21% | -29% | i
CC(C)(C)c1ccc(C(=O)Cn2nc(C(=O)O)c3ccccc3c2=O)cc1 | -9% | -6% | 13% | 6% | -2% | 15% | 2% | -8%
NC(=O)C(=O)N/N=C/c1cccc(C(F)(F)F)c1 | 5% | 6% | 2% | 5% | -1% | 3% | 0% | u
